# Screening results: PubChem, National Center for Advancing Translational Sciences (NCATS)
# KDM5B inhibitor – Primary screen for KDM5B Histone Demethylases FDH-coupled qHTS | KDM5B demethylase, FDH-coupled NADH fluorescence (FDH is formaldehyde dehydrogenase) | Potency, µM (series often up to 57.7 µM), for the others: at the highest dose activity change, negative = inhibition, actives largely listed as inhibitors | actives 2.6% (n = 220,000); active = well fitted inhibition curve with a large enough effect; inconclusive = small, poorly fitted or top-dose-only effect; inactive = no such curve, though single readings can be large or run the other way; also: 0% is about no effect; nearly all actives have a fitted effect of over 70% in size
# Target sequence (Q9UGL1 whole entry, looked up): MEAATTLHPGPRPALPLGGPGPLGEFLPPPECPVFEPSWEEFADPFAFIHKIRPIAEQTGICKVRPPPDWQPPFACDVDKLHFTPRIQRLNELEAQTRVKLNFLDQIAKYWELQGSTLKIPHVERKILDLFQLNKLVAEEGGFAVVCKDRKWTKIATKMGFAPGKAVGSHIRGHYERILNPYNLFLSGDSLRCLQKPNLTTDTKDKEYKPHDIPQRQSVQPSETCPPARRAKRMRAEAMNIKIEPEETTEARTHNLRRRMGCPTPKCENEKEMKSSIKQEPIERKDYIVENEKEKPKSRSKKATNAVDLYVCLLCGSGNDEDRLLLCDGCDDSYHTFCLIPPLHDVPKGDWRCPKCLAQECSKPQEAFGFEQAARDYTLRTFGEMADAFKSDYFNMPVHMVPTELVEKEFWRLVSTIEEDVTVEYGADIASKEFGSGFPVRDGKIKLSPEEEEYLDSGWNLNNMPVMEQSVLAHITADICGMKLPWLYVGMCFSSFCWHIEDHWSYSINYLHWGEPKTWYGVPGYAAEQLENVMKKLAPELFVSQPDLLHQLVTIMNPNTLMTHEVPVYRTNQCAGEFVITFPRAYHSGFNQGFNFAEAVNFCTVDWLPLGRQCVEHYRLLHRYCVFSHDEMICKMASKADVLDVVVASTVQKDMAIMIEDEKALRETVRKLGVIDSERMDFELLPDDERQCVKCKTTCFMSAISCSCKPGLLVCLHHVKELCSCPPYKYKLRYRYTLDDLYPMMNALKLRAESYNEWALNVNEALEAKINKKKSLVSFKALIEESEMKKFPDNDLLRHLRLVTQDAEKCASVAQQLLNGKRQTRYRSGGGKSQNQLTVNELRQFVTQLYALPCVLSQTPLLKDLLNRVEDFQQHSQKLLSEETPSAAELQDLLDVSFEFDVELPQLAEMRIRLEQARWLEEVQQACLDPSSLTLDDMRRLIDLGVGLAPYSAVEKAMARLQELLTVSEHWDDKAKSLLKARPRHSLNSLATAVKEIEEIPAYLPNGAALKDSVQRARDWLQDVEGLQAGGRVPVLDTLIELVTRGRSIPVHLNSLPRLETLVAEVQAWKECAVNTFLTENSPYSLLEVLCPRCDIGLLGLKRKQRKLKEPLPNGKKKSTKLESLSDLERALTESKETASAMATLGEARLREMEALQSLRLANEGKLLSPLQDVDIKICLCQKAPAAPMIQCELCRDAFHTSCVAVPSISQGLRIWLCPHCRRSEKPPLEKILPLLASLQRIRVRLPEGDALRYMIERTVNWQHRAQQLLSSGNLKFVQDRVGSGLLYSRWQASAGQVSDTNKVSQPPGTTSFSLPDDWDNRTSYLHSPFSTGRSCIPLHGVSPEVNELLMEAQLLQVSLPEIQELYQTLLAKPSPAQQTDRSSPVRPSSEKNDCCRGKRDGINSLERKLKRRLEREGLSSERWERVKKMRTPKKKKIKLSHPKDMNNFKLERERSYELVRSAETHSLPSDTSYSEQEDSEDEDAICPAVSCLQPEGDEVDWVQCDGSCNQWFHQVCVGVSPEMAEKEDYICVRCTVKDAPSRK
#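 KDM5BΔAP (200 nM final) in 50 mM HEPES pH 7.5, 0.01% Tween-20 was preincubated 10 min at RT with compound over a concentration range. Substrate mix (H3K4me3 12.5 µM, α-KG 25 µM, Fe²⁺, ascorbate, NAD⁺, FDH) was added, and NADH fluorescence change over 30 min gave dose-response curves.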
# * hit, by the source's call; i = inactive; ? = inconclusive; [ ] = another dose, or the depositor's remark. Potency is read from the fitted curve at half-maximal effect. Some of the compounds tested, so the mix of outcomes need not match the whole.
compound	KDM5B inhibitor
O=C(Nc1ccc(F)c(F)c1)c1cc2cc(Br)ccc2oc1=O	20%
CC(C)Oc1ccc(CNC(=O)Cn2c(=O)nc3n2C(=O)N(c2ccccc2)C3)cc1	-10%
O=C1N(CCc2ccccc2)CCOC12CCN([S+](=O)([O-])c1cccnc1)CC2	4%[86.2 µM]
COc1ccc(CC(=O)N/N=C/c2ccc(-c3cccc(C(=O)O)c3)o2)cc1OC	?
COc1cc2c(cc1OC)C(C)N(C(=O)Cc1ccc(C(F)(F)F)cc1)CC2 (stereo unspecified)	-3%
Cc1ccc(OCCCn2c(CCNC(=O)C3CCCCC3)nc3ccccc32)c(C)c1	-5%
Cc1sc2cc(C(=O)N3CCCCC3)[nH]c2c1CN1CCCCC1	6%
CCOc1ccc(Cl)cc1S(=O)(=O)N1CCC(C(=O)NCc2ccco2)CC1	0%
COc1ccc(C2(C(=O)N3CCC4(CC3)N(C)C(=O)CS4=O)CC2)cc1 (stereo unspecified)	26%
Cc1ccc(C)c(Nc2nnc(-n3nc(C)cc3C)c3ccccc23)c1	0%
O=C(CCC1NC(=O)N(CCc2c[nH]c3ccc(F)cc23)C1=O)Nc1ccccc1 (stereo unspecified)	-14%
CC(=O)N1CCc2c(sc3c2c(=O)n(-c2ccccc2)c(=O)n3CC(=O)c2ccc(F)cc2)C1	-3%
O=C(c1cscn1)N1CCC2(CCCN(CCC3CCCCC3)C2=O)C1 (stereo unspecified)	6%
Cc1ccccc1Cn1cc(NC(=O)c2cc(-c3ccc(Cl)cc3)on2)cn1	-18%
Cc1ccc2c(=O)cc(C(=O)Nc3ccc(S(=O)(=O)N(C)Cc4ccccc4)cc3)oc2c1	-16%
Cc1ccc(C)c(N2CCN(S(=O)(=O)c3ccc(C(=O)N(C)C)s3)CC2)c1	-12%
CC(=O)Nc1cccc(-c2cn(C)c(=O)n3cc(COc4ccc(Cl)cc4)nc23)c1	-13%[86.2 µM]
Cc1nc2n(c1C(=O)NCCc1ccccc1)CCC(Nc1ccc(F)cc1)C2 (stereo unspecified)	-9%[86.2 µM]
O=C(CSc1nc2cc(S(=O)(=O)N3CCCCC3)ccc2o1)N1CCc2ccccc21	8%
COc1cc(C#N)ccc1OCc1cc(C)ccc1C	-7%
CCOC(=O)C1CCN(Cc2nnc3cc(-c4nc(-c5ccccc5)no4)ccn23)CC1	-31%
CN(Cc1ccc(C(F)(F)F)cc1)Cc1cccc(C(F)(F)F)c1	10%
Cc1ccc(C(=O)NCC(c2cccs2)S(=O)(=O)c2ccccc2)cc1C (stereo unspecified)	?
COc1ccc(NC(=O)N2Cc3[nH]cnc3C[C@H]2c2nc(-c3ccc(F)c(Cl)c3)no2)cc1	-6%

# Quoted at random: 3 compounds from above
compound	KDM5B inhibitor
COc1ccc(NC(=O)N2Cc3[nH]cnc3C[C@H]2c2nc(-c3ccc(F)c(Cl)c3)no2)cc1	-6%
CC(=O)Nc1cccc(-c2cn(C)c(=O)n3cc(COc4ccc(Cl)cc4)nc23)c1	-13%[86.2 µM]
Cc1ccccc1Cn1cc(NC(=O)c2cc(-c3ccc(Cl)cc3)on2)cn1	-18%

# Later entries
compound	KDM5B inhibitor
Cc1cnc(CC2CCN(C(=O)c3ccco3)CC2)n1CC1CC1	36%
Cc1cccc(NC(=O)Nc2ccc(F)cc2)n1	-24%
Cc1c(C)n(-c2ccc(Cl)cc2)c2ncnc(N)c12	-24%
CNc1ccc2c3c(cccc13)C(=O)N(C)C2=O	-24%
COc1cccc(CC2(CO)CCCN(c3nnnn3-c3ccccc3)C2)c1 (stereo unspecified)	-11%
COc1cccc(NC(=O)C2CCC(CNS(=O)(=O)c3ccc4c(c3)CC(C)N4C(C)=O)CC2)c1 (stereo unspecified)	-6%
Cc1cc(=O)oc2cc(OCC(=O)Oc3ccccc3)ccc12	i
Cc1ccc(C(=O)c2ccccc2C(=O)OCc2ccc(C#N)cc2)cc1	-5%
CCCCC(C(=O)NC1CCCC1)N(C(=O)c1snc(C(N)=O)c1N)c1ccc(F)cc1 (stereo unspecified)	?
CC(C)OC(=O)/C(C#N)=C/c1ccc(-c2ccc(Cl)c(Cl)c2)o1	-5%
O=C(Nc1cccc(-c2nnc3n2CCCC3)c1)c1cc(-c2ccccc2)n[nH]1	?
CCc1ccc(N2CC(c3nnc(NC(=O)Cc4ccc(F)cc4)s3)CC2=O)cc1 (stereo unspecified)	0%
O=C(O)c1ccc(CNCc2ccccc2Cl)cc1	-3%
Cc1n[nH]c(C)c1S(=O)(=O)N1CCCC(C(=O)Nc2ccc(Cl)cc2)C1 (stereo unspecified)	-15%
COc1cccc(C2Cn3nnc(-c4nc(-c5ccc(Br)cc5)no4)c3CO2)c1 (stereo unspecified)	10%
O=C([C@H]1CCCO1)N1CCC(c2cc(-c3ccccc3Cl)n[nH]2)CC1	12%
CCN(CC)c1cc2c(cc1F)c(=O)c(S(=O)(=O)c1ccc(OC)cc1)cn2CC	19%
Cc1cnccc1C(=O)O	-10%
Cc1ccc(S(=O)(=O)Nc2c(NCC3CCCCC3)c3ccccc3oc2=O)cc1	4%
CCOc1ccc(NC(=O)c2cnc3sc(N4CCOCC4)nn3c2=O)cc1	-40%
CCN(Cc1ccccc1)C(=O)CCS(=O)(=O)c1ccc2c(c1)oc(=O)n2C	-22%
COCCn1c(C(=O)NCc2ccncc2)nc2ccccc2c1=O	11%
O=C(Nc1cccc2ccccc12)O[C@@H]1CO[C@H]2[C@@H]1OC[C@@H]2NS(=O)(=O)c1ccc2ccccc2c1	?
O=C(O)CCC(=O)Nc1ccc2[nH]cc(C(C(=O)O)N3CCN(c4ccccc4)CC3)c2c1 (stereo unspecified)	-22%
O=C(NCc1ccccc1)c1cccc(NC(=O)N2CCSc3ncccc32)c1	?
NCCCOCC(F)(F)F	14%
O=C(Nc1ccc(CC(=O)N2CCOCC2)cc1)c1cccc(Cl)c1	4%
CCC1CCCCN1S(=O)(=O)c1ccc(NC(=O)c2cc(=O)c3ccccc3o2)cc1 (stereo unspecified)	11%
O=C(CCc1nc2ccccc2o1)NC1CCCCCC1	-2%
O=C(NC[C@H]1OC[C@@H](NCc2ccccc2F)[C@@H]1O)c1cccs1	9%[86.2 µM]
Cc1cc(=O)n(Cc2ccccc2)c2c1c(C)nn2C	?
COc1ccc(-c2cc(=O)n3[nH]c(C)nc3n2)cc1	-21%
CC(C)C(NC(=O)Cc1ccccc1)C(=O)OCc1ccc(C(N)=O)cc1 (stereo unspecified)	10%
COC(=O)c1ccc(C2C(c3ccccc3)=C(O)C(=O)N2Cc2ccc(F)cc2)cc1 (stereo unspecified)	-5%
Cc1ccccc1C1CCCN1S(=O)(=O)c1cccc2nsnc12 (stereo unspecified)	-11%
Cc1ccc(CCN2CCC3(Cc4ccccc4CNC3=O)C2)cc1 (stereo unspecified)	-11%[149 µM]
Nc1ccc(C(=O)c2ccncc2)cc1	12%
O=C(NC1CCCCC1)N[C@H]1CCN2C(=O)c3cc(-c4ccsc4)ccc3NC(=O)[C@H]12	14%
COCCNC(=O)C(NC(=O)c1cccc(OC)c1)C1CCN(C(=O)COC)CC1 (stereo unspecified)	12%
CCCCCN1C(C(=O)c2ccccc2)=C(OC(=O)CC)c2ccccc2S1(=O)=O	?
CC1(C)COCCN1C(=O)c1ccc(OCC2CCCO2)cc1 (stereo unspecified)	-5%
Cc1nc(CNC(=O)c2ccccc2C)cs1	16%
Cc1ccc(-c2nnc3ccc(N(C)CCN(C)C)nn23)nc1	?
O=C(CSc1nc2ccc(Nc3nc(N4CCOCC4)nc(N4CCOCC4)n3)cc2s1)Nc1ccccc1	0%
Cc1ccc(NC2=C(Cl)C(=O)OC2OC(C)C)c(C)c1 (stereo unspecified)	-6%
CCN1C(=O)Cc2cc(C(=O)NCc3ccc(F)cc3)ccc21	13%
COc1ccc(NS(=O)(=O)c2ccc(-c3cnc(C)o3)cc2)c(OC)c1	-21%
COc1ccc(C2CC(=O)Nc3c2c(=O)nc2c(C)cccn32)cc1 (stereo unspecified)	?
O=S(=O)(NCC1(c2ccccc2)CC1)c1ccccc1F	7%
COC(=O)CC1Oc2ccccc2-n2cc(-c3ccccc3)nc21 (stereo unspecified)	6%
COc1cccc(NC(=O)N2CCC(NC(=O)C(Cc3cccc(C)c3)NC(C)=O)CC2)c1 (stereo unspecified)	-17%
CCn1ccc(C(=O)N2CCC3(CC2)CC(N2CCN(c4ccccn4)CC2)CCO3)n1 (stereo unspecified)	2%
CO[C@@H]1CO[C@H]2[C@@H]1OC[C@@H]2NC(=O)Nc1cccc(C(F)(F)F)c1	-17%[86.2 µM]
CN1CC(=O)N(C2CCNC2)Cc2c1ncnc2N1CCC(c2ccccc2)CC1 (stereo unspecified)	-22%[115 µM]
CCc1ccccc1Nc1nc2ccccc2n2cnnc12	?
Cn1cc(CNC(=O)C[C@@H]2C[C@H]3O[C@H](CNCc4ccccc4OC(F)(F)F)[C@@H](O)[C@H]3O2)cn1	4%
O=C(CCNS(=O)(=O)c1ccc(OC(F)(F)F)cc1)NCCc1c[nH]c2ccccc12	3%
O=C(Cc1ccc(N(Cc2ccc(F)cc2)C(=O)c2ccco2)cc1)NCC1CC1	0%
O=S(=O)(c1cccs1)N1CC(c2nc(-c3ccncc3)no2)C1	-2%
O=C1[C@H]2CN(Cc3ccncc3)C[C@H]2C(=O)N1Cc1ccc2c(c1)OCO2	-17%

# (continued)
compound	KDM5B inhibitor
Cc1nc2ccccc2c(=O)n1-c1ccc(NC(=O)c2ccc([N+](=O)[O-])cc2)cc1	-15%
CC(C)c1ccc(Cc2cnc(NC(=O)C3=Cc4ccccc4OC3)s2)cc1	-6%
CNC(=O)c1cccc(NC(=O)c2cnc3ccccc3n2)c1	-2%
CCOc1ccccc1NC(=O)C1CCN(S(=O)(=O)c2c(C)noc2/C=C/c2ccc(C)cc2)CC1	-15%
CS(=O)(=O)N1CCCOCCNC(=O)[C@@H]2CCC[C@@H]21	-18%
COCCOc1ccc2c(n1)CCN(C(=O)c1cccs1)C2	4%
C[C@H](NC(=O)C(=O)Nc1cccc(C(=O)c2nccn2C)c1)c1ccccc1	-3%
O=C(NCCc1ccc(Cl)cc1)C(=O)NCC(c1ccco1)S(=O)(=O)c1cccs1 (stereo unspecified)	-24%
O=C(c1ccccc1)N1c2ncnn2C2(CCCCC2)[C@@H]2CCCC[C@@H]21	-16%
Cc1ccc(Nc2ccc([N+](=O)[O-])ccc2=O)cc1	1%
Cc1ccsc1C1C(C#N)=C(N)OC2=C1C(=O)CC(C)(C)C2 (stereo unspecified)	0%
CC(C)Sc1ccc2nn(CC(=O)Nc3ccc(F)cc3Cl)c(=O)n2n1	19%
COc1ccc(NC(=O)[C@@H]2Cc3ccccc3CN2C(=O)OC(C)(C)C)cc1	5%
O=C(CC1NCCNC1=O)NC1Cc2ccccc2C1 (stereo unspecified)	5%
Cc1ccc(C(=O)COc2cc(C)nc3nncn23)cc1	19%
O=C(c1ccccc1-c1nn[nH]n1)N1CCN(CCN2CCOCC2)CC1	-17%
COCCn1cnc2c1c(=O)n(Cc1ccccc1)c(=O)n2CC(C)C	6%
Cc1ccc(C23CC4CC(CC(C(=O)Nc5ccc(F)cc5)(C4)C2)C3)cc1	25%
CC1CC(C)CN(C(=O)c2ccc(S(=O)(=O)N3CC(C)CC(C)C3)cc2)C1 (stereo unspecified)	12%
O=C(CCC1CCCN(S(=O)(=O)c2ccccc2)C1)N1CCc2ccccc2C1 (stereo unspecified)	22µM*
Cc1ccc(S(=O)(=O)c2c[nH]c3cc4c(cc3c2=O)OCO4)cc1	?
COc1cccc(NC(=O)C2CCCN2S(=O)(=O)c2ccc3nc(-c4ccccc4)[nH]c3c2)c1 (stereo unspecified)	?
COc1cc(=O)n2c(c1C(=O)NCc1ccc(F)cc1Cl)CCCC2	1%
Cc1cccc(OCCN)c1C	21%

# Sorted by the number under KDM5B inhibitor (descending): six from the list above.
structure	KDM5B inhibitor
COCCNC(=O)C(NC(=O)c1cccc(OC)c1)C1CCN(C(=O)COC)CC1 (stereo unspecified)	12%
O=C(Nc1ccc(CC(=O)N2CCOCC2)cc1)c1cccc(Cl)c1	4%
Cc1ccc(Nc2ccc([N+](=O)[O-])ccc2=O)cc1	1%
CC(=O)N1CCc2c(sc3c2c(=O)n(-c2ccccc2)c(=O)n3CC(=O)c2ccc(F)cc2)C1	-3%
Cc1ccc(OCCCn2c(CCNC(=O)C3CCCCC3)nc3ccccc32)c(C)c1	-5%
COc1ccc(-c2cc(=O)n3[nH]c(C)nc3n2)cc1	-21%

# Following part:
compound	KDM5B inhibitor
COc1ncccc1C(=O)N1CCCC(c2nnc(Cn3ccnc3)n2C)C1 (stereo unspecified)	-9%
Cc1c(NCc2nc(-c3cccs3)no2)cccc1-n1cnnn1	1%
O=C(CCC1CCCC1)NCC(=O)N1CCCCCCNC(=O)CC1c1ccccc1 (stereo unspecified)	3%
Cc1cc(C)c(Cn2c3ccccc3c3cnn(CC(=O)NCC(C)c4ccccc4)c(=O)c32)c(C)c1 (stereo unspecified)	-9%
Cc1cnccc1CN(C)Cc1cc2n(n1)CCNC2	-6%
N=C(N)COc1cc(Cl)ccc1Cl	-19%
CCOC(=O)C1CCCN(C(=O)c2ccc3c(c2)[nH]c(=O)c(=O)n3CC)C1 (stereo unspecified)	-12%
O=C(COc1ccc(-c2nnc3n2CCCC3)cc1)NCc1ccccc1Br	4%
